# Source: PubChem (National Center for Advancing Translational Sciences (NCATS))
# Apoferritin bind – candidate novel general anesthetic via apoferritin binding. P02791. apoferritin/1-aminoanthracene competitive binding, fluorescence. Potency, µM (titrated, usually from 77.5 µM), inactives show top-dose activity change, negative = displacement, usual class: inhibitors. 350,000 tested, 0.074% active; note: potency is the fitted concentration of half-maximal effect; % is set by controls: 0 for no effect and ±100 for the full control effect; nearly all actives have a fitted effect of over 20% in size
#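 Horse-spleen apoferritin (10 uM) in 50% saturated 1-aminoanthracene in PBS was incubated 10 min at room temperature with compound. Fluorescence (ex 380, em 535 nm) was normalized to free and bound 1-AMA, with concentration-response fitted by a four-parameter Hill equation.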
# POLK inh – DNA polymerase kappa (human) inhibition; 400,000 tested, 0.53% active; purified Pol kappa, fluorescent DNA synthesis assay, 10 min; Potency, µM (top dose mostly 107 µM), without a hit: at the top dose activity, negative = inhibition, actives largely listed as inhibitors; AID 588579; Q9UBT6; note: potency is the fitted concentration of half-maximal effect; % is set by controls: 0 for no effect and ±100 for the full control effect
#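 10 nM Pol kappa was preincubated with compounds for 15 min at room temperature. Reaction started with 50 nM (final) substrate. Fluorescence read kinetically at 0 and 10 min.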
# APE1 inh – blocks human APE1 abasic DNA cleavage | P27695 | recombinant APE1, TAMRA/BHQ-2 abasic DNA cleavage fluorescence | Potency, µM (series often up to 65.8 µM), for inactives: at the top dose activity change, negative = inhibition, most hits filed as inhibitors | 350,000 tested, 0.35% active | AID 2517;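 note: potency is the fitted concentration of half-maximal effect; plate controls were vehicle for no effect and reference inhibitor for full effect; nearly all actives have a fitted effect of over 55% in size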
#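 APE1 at 0.75 nM preincubated 15 min at room temperature with compound. Reaction then started with 50 nM double-stranded THF-abasic substrate labelled with TAMRA/BHQ-2, and 525/598 nm fluorescence read kinetically. Activity taken as third-minus-first read difference, normalized to DMSO and NSC13755 controls.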
# Pol iota inh – blocks human DNA polymerase iota activity; Potency, µM (doses to about 115 µM), for inactives: at the top dose activity, negative = inhibition, usual class: inhibitors; Q9UNA4; 390,000 tested, 1% active; Pol iota fluorescent replication assay, 10 min; note: potency is the fitted concentration of half-maximal effect
#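 Pol iota at 10 nM preincubated 15 min with compounds at room temperature; reaction started with fluorescent substrate, 50 nM final. Fluorescence read kinetically at 0 and 10 min; buffer-only wells as negative control.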
# POLH inh – DNA polymerase eta (human) inhibition. Q9Y253. recombinant Pol eta, fluorescent DNA replication assay. Potency, µM (series often up to 114 µM), inactives show at the highest dose activity change, negative = inhibition, actives largely listed as inhibitors. 390,000 tested, 1.2% active; note: potency is the fitted concentration of half-maximal effect; % is set by controls: 0 for no effect and ±100 for the full control effect
#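 Fluorescent replication assay: 50 nM final substrate added after a 15 min room-temperature compound preincubation with 10 nM enzyme. Signal taken at 0 min and again at 10 min.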
# LDHA block – LDHA (human) enzyme inhibition; P00338; purified LDHA, NADH/diaphorase-resazurin fluorescence; hits give low values; activity change, % (values are at about 110 or 230 µM); 480,000 tested, 0.15% active; AID 1347041; in the data active = activity change below about -30%; inconclusive = mostly about -25% to -30%;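 note: plate controls were DMSO wells for no effect and wells without enzyme for full effect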
#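 Remaining NADH was detected by diaphorase (0.133 mg/mL) converting 37 µM resazurin to fluorescent resorufin, read at 0 and 20 minutes. The preceding 5-minute room-temperature reaction used 2 nM LDHA, 0.2 mM sodium pyruvate and 0.06 mM NADH at pH 7.4.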
# BLM helicase inh – Bloom syndrome helicase (human) inhibition; AID 2528; 350,000 tested, 0.2% active; Potency, µM (highest dose often 56.1 µM), inactives show top-dose activity change, negative = inhibition, most hits filed as inhibitors; recombinant BLM DNA unwinding, fluorescence dequenching;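 note: potency is the fitted concentration of half-maximal effect; plate controls were vehicle for no effect and no enzyme for full effect; nearly all actives have a fitted effect of over 35% in size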
# Target sequence (P54132 whole entry, looked up): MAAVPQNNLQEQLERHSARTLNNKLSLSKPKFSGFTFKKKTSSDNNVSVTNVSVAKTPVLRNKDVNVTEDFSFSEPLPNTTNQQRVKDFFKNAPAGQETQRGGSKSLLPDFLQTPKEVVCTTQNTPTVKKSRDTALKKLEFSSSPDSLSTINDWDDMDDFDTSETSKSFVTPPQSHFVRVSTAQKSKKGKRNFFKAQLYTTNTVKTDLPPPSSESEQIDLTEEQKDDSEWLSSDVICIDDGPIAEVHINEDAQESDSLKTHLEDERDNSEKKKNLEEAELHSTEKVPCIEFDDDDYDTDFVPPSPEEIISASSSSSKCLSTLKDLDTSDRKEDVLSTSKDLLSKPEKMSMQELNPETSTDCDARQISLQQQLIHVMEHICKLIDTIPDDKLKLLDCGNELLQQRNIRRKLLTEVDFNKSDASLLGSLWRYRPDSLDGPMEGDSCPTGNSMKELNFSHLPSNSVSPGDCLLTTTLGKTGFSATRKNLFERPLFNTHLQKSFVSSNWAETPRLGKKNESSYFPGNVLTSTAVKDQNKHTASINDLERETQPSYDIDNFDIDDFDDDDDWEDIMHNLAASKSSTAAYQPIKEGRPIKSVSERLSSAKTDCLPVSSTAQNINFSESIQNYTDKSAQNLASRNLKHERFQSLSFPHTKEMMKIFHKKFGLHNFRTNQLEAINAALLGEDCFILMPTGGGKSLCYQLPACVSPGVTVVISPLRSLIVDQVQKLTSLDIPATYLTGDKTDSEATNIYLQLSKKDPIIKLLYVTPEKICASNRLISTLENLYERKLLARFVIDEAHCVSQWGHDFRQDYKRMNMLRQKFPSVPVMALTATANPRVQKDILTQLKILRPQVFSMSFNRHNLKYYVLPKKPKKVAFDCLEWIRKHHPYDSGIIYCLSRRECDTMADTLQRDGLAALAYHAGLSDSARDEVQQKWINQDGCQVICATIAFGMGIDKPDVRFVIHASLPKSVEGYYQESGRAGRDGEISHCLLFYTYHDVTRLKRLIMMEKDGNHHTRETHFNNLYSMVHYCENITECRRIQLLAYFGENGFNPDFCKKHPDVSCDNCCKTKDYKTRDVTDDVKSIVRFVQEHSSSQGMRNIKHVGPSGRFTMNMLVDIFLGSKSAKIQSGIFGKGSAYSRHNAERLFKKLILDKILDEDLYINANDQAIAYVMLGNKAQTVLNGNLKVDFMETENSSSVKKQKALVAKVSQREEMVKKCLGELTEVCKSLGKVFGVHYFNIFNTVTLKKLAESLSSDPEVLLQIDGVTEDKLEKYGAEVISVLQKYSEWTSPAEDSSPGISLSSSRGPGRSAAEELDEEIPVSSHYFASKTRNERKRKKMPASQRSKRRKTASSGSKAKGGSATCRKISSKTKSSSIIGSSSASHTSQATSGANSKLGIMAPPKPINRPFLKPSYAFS
# Pol beta inh – inhibitors of human DNA polymerase beta; P06746; Pol beta primer extension/strand displacement, fluorescence kinetic; Potency, µM (titrated, usually from 114 µM), inactives show at the top dose activity change, negative = inhibition, usual class: inhibitors; 340,000 tested, 1.3% active; AID 485314; note: potency is the fitted concentration of half-maximal effect; % is set by controls: 0 for no effect and ±100 for the full control effect
#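 Values derive from four-parameter Hill fits of normalized kinetic data: reads at 0 and 10 min following addition of 50 nM substrate to 10 nM Pol beta preincubated 15 min with compound.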
# GRP78 ERSR act – ER stress response induction in glioma | 420,000 tested, 0.02% active | Potency, µM, for the others: top-dose activation, most hits filed as activators | U87-MG GRP78 promoter luciferase reporter, 16 h | AID 602332; note: potency is the fitted concentration of half-maximal effect; series mostly up to about 76 µM; % of control where 0% means no effect; nearly all actives have a fitted effect of over 35% in size
#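 Stably transfected U87-MG human glioma cells carrying a GRP78-based luminescent sensor were seeded at 1000 cells/well, pin-dosed with compounds and incubated 16 h. Luciferase reagent was then added, and end-point luminescence was read after 10 min at room temperature.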
# Active calls of the source: *; ? = inconclusive; . = no result given; & = joins results of further samples; [ ] = dose if it differs, or a comment. Unless noted, calls come from the whole dose curve; as a rule, active = well fitted curve in the direction sought with a large enough effect; inconclusive = small, poorly fitted or top-dose-only effect, or another doubt; inactive = no such curve, though single readings can be large; an effect the other way counts as inactive or inconclusive.
# Codes: A = Apoferritin bind; B = POLK inh; C = APE1 inh; D = Pol iota inh; E = POLH inh; F = LDHA block; G = BLM helicase inh; H = Pol beta inh; I = GRP78 ERSR act
> Clc1ccccc1CSc1nnc(-c2ccncc2)o1
  A: ?	B: -12%	C: 0%	D: 16%	E: -15%	F: -8	G: -2%	H: 33%	I: 5%

> COc1ccc(C(CC(=O)N2CCCC2)c2c(O)cc(OC)cc2OC)cc1 (centres undefined)
  A: -14%&-12%	B: 10%&-19%	C: -3%&-4%	D: 5%&-14%	E: -6%	F: -1	G: 1%&-3%	H: 4%	I: -3%&-1%

> Cc1ccccc1C(=O)NC(=S)NC1CCS(=O)(=O)C1 (centres undefined)
  A: -3%	B: 4%	C: 22%	D: 43%[activator]	E: -13%	F: -1	G: -2%	H: 8%	I: -2%

> CC1CCN(C(=O)COC(=O)CNC(=O)c2ccccc2F)CC1
  A: .	B: 0%	C: 38%	D: ?	E: -17%	F: -2	G: .	H: .	I: -3%

> CCC(C)/C(C)=N/NC(=O)c1ccc(COc2ccc(Cl)c(C)c2)cc1 (centres undefined)
  A: -22%	B: -2%	C: 3%	D: -10%	E: -16%	F: 3	G: -10%	H: 28%	I: 3%

> O=C(CCC(=O)Nc1ccc(Br)cc1)N/N=C/c1ccc(O)cc1
  A: ?	B: -6%	C: 22%	D: -28%	E: 4%	F: -11	G: -5%	H: 11%	I: -1%

> NC(=O)c1ccc(NC(=O)c2ccc(COc3ccc(F)cc3)o2)cc1
  A: .	B: 2%	C: -9%	D: 1%	E: -17%	F: -1	G: .	H: .	I: -2%

> COc1ccccc1NC(=S)N(Cc1ccc(C)cc1)Cc1ccccn1
  A: -18%	B: -14%	C: 13%	D: 37%[activator]	E: -22%	F: -3	G: 1%	H: -29%	I: -5%

> CCCc1nnc(NC(=O)CCC(=O)NC2CCCC2)s1
  A: 0%	B: 6%	C: 0%	D: -19%	E: -11%	F: 2	G: 0%	H: 39%	I: -4%

> Cc1c(CCOC(=O)c2ccc([N+](=O)[O-])cc2)sc[n+]1CC(=O)c1ccccc1
  A: -15%	B: 0%	C: 17%	D: 15%	E: -21%	F: -3	G: -4%	H: -17%	I: -1%

> Cc1cccc(NC(=O)C(=O)NCC(c2ccc3c(c2)OCO3)N2CCOCC2)c1C (centres undefined)
  A: -2%	B: -6%[60.1 µM]	C: .	D: -3%	E: -15%	F: -5	G: -5%	H: -3%	I: -1%

> CC1CCCC(C)N1C(=O)COC(=O)c1n[nH]c(=O)c2ccccc12 (centres undefined)
  A: .	B: -5%	C: 9%	D: 10%	E: -12%	F: -3	G: .	H: .	I: -4%

> CC(NC(=O)c1ccco1)C1COc2ccccc2O1 (centres undefined)
  A: -17%	B: -35%	C: ?	D: ?	E: ?	F: 0	G: -9%	H: ?	I: 4%

> Cn1c(=O)c2c(nc(CN3CCN(C(=O)c4ccco4)CC3)n2CC(=O)C(C)(C)C)n(C)c1=O
  A: -12%	B: 5%	C: 31%	D: 32%[activator]	E: 3%	F: -2	G: -3%	H: 28%	I: -2%

> CCCC(=O)N1c2ccccc2-c2nnc(SC)nc2OC1c1sccc1C (centres undefined)
  A: -12%	B: 3%	C: .	D: -11%	E: -27%	F: -2	G: -10%	H: 0%	I: -2%

> Cc1cc(NC(=O)c2ccc(Cl)c(S(=O)(=O)N3CCOCC3)c2)no1
  A: -4%	B: -1%	C: 0%	D: 384%[activator]	E: -4%	F: -6	G: 0%	H: 0%	I: 2%

> Cn1cnc([N+](=O)[O-])c1SCCO
  A: 2%	B: -9%	C: -2%	D: 101%[activator]	E: 4%	F: -3	G: -2%	H: -12%	I: -4%

> O=C(c1ccc(S(=O)(=O)Nc2ccccc2Cl)cc1)N1CCCC1
  A: .	B: 11%	C: 25%	D: 0%	E: -20%	F: -1	G: .	H: .	I: -3%

> CCOc1ncccc1C(=O)Nc1ccc(Cl)c(S(=O)(=O)N2CCCC2)c1
  A: ?	B: -16%	C: -3%	D: 168%[activator]	E: 9%	F: -6	G: 1%	H: 0%	I: -4%

> COc1ccc(/C=C/C(=O)NC(CCSC)C(=O)O)cc1 (centres undefined)
  A: -2%	B: -1%	C: 8%	D: 30%	E: ?	F: -7	G: -3%	H: 12%	I: 1%

# Complete entries, looked up by structure.
# NC(=O)c1ccc(NC(=O)c2ccc(COc3ccc(F)cc3)o2)cc1 is listed as Apoferritin bind = .; POLK inh = 2%; APE1 inh = -9%; Pol iota inh = 1%; POLH inh = -17%; LDHA block = -1; BLM helicase inh = .; Pol beta inh = .; GRP78 ERSR act = -2%
# Cc1c(CCOC(=O)c2ccc([N+](=O)[O-])cc2)sc[n+]1CC(=O)c1ccccc1 is listed as Apoferritin bind = -15%; POLK inh = 0%; APE1 inh = 17%; Pol iota inh = 15%; POLH inh = -21%; LDHA block = -3; BLM helicase inh = -4%; Pol beta inh = -17%; GRP78 ERSR act = -1%

# (continued)
# Codes: A = Apoferritin bind; B = POLK inh; C = APE1 inh; D = Pol iota inh; E = POLH inh; F = LDHA block; G = BLM helicase inh; H = Pol beta inh; I = GRP78 ERSR act
> CCn1cc(C2N3CC4(C)CN2CC(C)(C3)C4=O)c2ccccc21 (centres undefined)
  A: -3%	B: -1%	C: -1%	D: -1%	E: 1%	F: -8	G: 2%	H: 21%	I: 1%

> Cc1ccccc1NC(=O)CCN1CCCC1
  A: -1%	B: -7%	C: 0%	D: 12%	E: -5%	F: -4	G: -2%	H: 2%	I: -1%

> CSCCC(NC(C)=O)C(=O)Oc1ccc2c3c(c(=O)oc2c1)CCCC3 (centres undefined)
  A: 320%[activator]	B: 1%	C: 18%	D: -6%	E: -11%	F: 0	G: 3%	H: 36%	I: 3%

> CSCSC1=C(C#N)C(c2ccccc2Cl)C(C(C)=O)=C(C)N1 (centres undefined)
  A: -15%	B: -13%	C: -3%	D: 2%	E: -9%	F: 1	G: -5%	H: -11%	I: -3%

> CCOC(=O)c1cnc2c(Cl)cc(Cl)cc2c1Nc1ccccc1OC
  A: -8%	B: -5%	C: .	D: 0%	E: 2%	F: -4	G: -1%	H: -2%	I: -5%

> COc1ccc(NC(=O)CCNC(C)=O)cc1NS(=O)(=O)c1ccc(F)cc1
  A: -5%	B: -8%	C: -5%	D: 15%	E: -8%	F: 1	G: 1%	H: ?	I: -2%

> COP(=O)(OC)c1nc(-c2ccc(C)cc2)oc1N1CCCCC1
  A: 25%	B: -8%	C: 26%	D: -15%	E: -19%	F: -13	G: -3%	H: -26%	I: 11%

> CC(=O)Nc1cccc(OCC(=O)Nc2ccc(F)cc2)c1
  A: -11%	B: -14%	C: -3%	D: 79%[activator]	E: -11%	F: -5	G: -1%	H: 1%	I: 0%

> COCCn1c(SCC(=O)Nc2ccc(S(N)(=O)=O)cc2)nc2ccccc21
  A: -7%	B: -9%	C: -3%	D: 2%	E: -7%	F: -6	G: -7%	H: 12%	I: -6%

> O=C(CSc1nnc2c(n1)[nH]c1ccc(S(=O)(=O)N3CCOCC3)cc12)Nc1ccc(F)c(F)c1
  A: ?	B: -11%	C: -7%	D: -20%	E: -8%	F: -5	G: 4%	H: ?	I: -3%

> Cc1ccc(S(=O)(=O)NCC(=O)OCC(=O)N(CCC#N)c2ccccc2)cc1
  A: .	B: -3%	C: 26%	D: -5%	E: -15%	F: 1	G: .	H: .	I: -4%

> COc1ccc(-c2cc(C(=O)Nc3cc(S(=O)(=O)N4CCOCC4)ccc3N3CCOCC3)c3ccccc3n2)cc1
  A: -6%	B: 2%	C: -2%	D: -10%	E: -15%	F: -1	G: -4%	H: -9%	I: -1%

> Cc1cc(NC(=O)c2ccc(F)cc2)no1
  A: -2%	B: 0%	C: -12%	D: 15%	E: -17%	F: -3	G: -4%	H: -1%	I: -3%

> Cn1nc(-c2ccccc2)c(C(=O)Nc2ccc(Cl)cc2)c1Cl
  A: -12%	B: -6%	C: 2%	D: 3%	E: -8%	F: -9	G: 0%	H: 13%	I: -2%

> O=C(c1cc2c(s1)CCCC2)N1CCN(S(=O)(=O)c2ccccc2)CC1
  A: .	B: -12%	C: 9%	D: 0%	E: 0%	F: -9&1	G: .	H: .	I: -2%

> Cc1ccc(NC(=O)CCS(=O)(=O)c2cccc3nonc23)c(Br)c1
  A: -1%	B: -26%	C: 57%[activator]	D: 51%[activator]	E: -11%	F: -2	G: -1%	H: 1%	I: 0%

> COCCNc1ncnc2c1cnn2Cc1ccccc1Cl
  A: -3%	B: -17%	C: 20%	D: -10%	E: -4%	F: -8	G: -3%	H: 5%	I: -2%

> COc1ccc(C(C(=O)NC2CCCC2)N(CCO)C(=O)Cn2nnc(-c3ccc(C)o3)n2)cc1 (centres undefined)
  A: -14%	B: -18%	C: -10%	D: 28%	E: -5%	F: -2	G: -1%	H: 9%	I: -3%

> CC1(C)NC(=O)N(CC(=O)Nc2ccc(-n3cnnn3)cc2)C1=O
  A: .	B: -8%	C: -1%	D: 24%	E: -6%	F: -14	G: .	H: .	I: 1%

> O=C(Cn1c(-c2cncs2)nc2ccccc21)NC1CCCC1
  A: -2%	B: -5%	C: 3%	D: 19%	E: -12%	F: -6	G: 1%	H: -2%	I: -4%

> CC#CC(=O)N1CCC(n2nccc2NC(=O)c2ccc3c(c2)OCO3)CC1
  A: -1%	B: -6%	C: 63%[activator]	D: -7%	E: -5%	F: -15	G: 0%	H: 12%	I: 3%

> Cc1cc(Br)ccc1NC(=O)C1CSC2(C)CCC(=O)N12 (centres undefined)
  A: .	B: 3%	C: 12%	D: 22%	E: -17%	F: -2	G: .	H: .	I: -5%

> CC(C)C[C@@H](C(=O)NCC1CCCO1)N1C(=O)N2CCc3c([nH]c4ccccc34)[C@@]2(C)C1=O (some centres undefined)
  A: -20%	B: 4%	C: 28%	D: 13%	E: -25%	F: 0	G: -1%	H: 2%	I: -1%

> NC(=O)C1CCN(CC(=O)Nc2ccccc2N2CCOCC2)CC1
  A: 13%	B: -10%	C: 0%	D: 3%	E: -19%	F: -17	G: -1%	H: -2%	I: -4%

# Only part of the results is shown, so the mix of outcomes need not match the whole.
